Bioassay records: PubChem, several laboratories
Lipid droplet = inhibitors of hepatocyte lipid droplet formation, primary screen, imaging, high-throughput imaging, BODIPY stain | 240,000 compounds, 0.4% hits | inhibition, % at 6.5 µM | AML12 mouse hepatocytes, oleate lipid droplets;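 active = lipid droplet intensity inhibited by at least 50%, with more than 500 cells counted; inconclusive = wells with under 300 cells, treated as cytotoxic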
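Test system: AML12 hepatocytes (mouse); reagent: oleate loading, 100 µM; dosing: one dose, 6.5 µM compound; incubation: overnight exposure; signal: fluorescence imaging, 20x objective, two fields per well; read-out basis: % inhibition of corrected integrated BODIPY droplet signal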
MgcRacGAP inhibition = MgcRacGAP GTPase-activating activity inhibitors, confirmation, biochemical, ADP Hunter fluorescence. Rac GTPase-activating protein 1 (Homo sapiens). MgcRacGAP-stimulated Rac1 GTP hydrolysis, ADP Hunter fluorescence; higher % means a stronger effect; GST-tagged Rac1 F28L mutant substrate. one-dose inhibition, % at 30 µM; IC50 in µM for titrated hits. 340,000 compounds, 0.6% hits. AID 624330, 2012;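 active = first-screen hits whose inhibition reached a set limit at any dose in the follow-up dose series; inconclusive = inhibition above the set first-screen limit but never retested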;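 note: fluorescence reports GDP produced by GAP-driven GTP hydrolysis; strong numbers were not always called active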
SV40 large T antigen = SV40 large T antigen inhibitors, biochemical (AID 1903) | SV40 large T antigen ATPase/helicase inhibition assay; higher % means a stronger effect | inhibition, % at 20 µM, or IC50 in µM where a hit was titrated | 310,000 compounds, 0.39% hits; in the data active = a potency from the dose series; inconclusive = inhibition mostly from about 32% at the one dose, without a potency; inactive = the rest, 99 in 100 with inhibition below about 32%; note: strong numbers were not always called active
NTR1 ag = agonists of NTR1, primary screen, imaging, U2OS cells, beta-arrestin-GFP, high content (AID 493036); Neurotensin receptor type 1 (Homo sapiens), P30989; NTR1-U2OS beta-arrestin-GFP spot imaging, agonist mode; activation, % at 20 µM; 330,000 compounds, 0.17% hits;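 active = activation at or above 40% of the spot to cytoplasm intensity ratio, with at least 20 cells analyzed; inconclusive = wells under 20 cells, flagged as cytotoxic or low count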;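 note: 0% = DMSO without peptide and 100% = 100 nM NTR1 peptide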
Target sequence (P30989 whole entry, looked up): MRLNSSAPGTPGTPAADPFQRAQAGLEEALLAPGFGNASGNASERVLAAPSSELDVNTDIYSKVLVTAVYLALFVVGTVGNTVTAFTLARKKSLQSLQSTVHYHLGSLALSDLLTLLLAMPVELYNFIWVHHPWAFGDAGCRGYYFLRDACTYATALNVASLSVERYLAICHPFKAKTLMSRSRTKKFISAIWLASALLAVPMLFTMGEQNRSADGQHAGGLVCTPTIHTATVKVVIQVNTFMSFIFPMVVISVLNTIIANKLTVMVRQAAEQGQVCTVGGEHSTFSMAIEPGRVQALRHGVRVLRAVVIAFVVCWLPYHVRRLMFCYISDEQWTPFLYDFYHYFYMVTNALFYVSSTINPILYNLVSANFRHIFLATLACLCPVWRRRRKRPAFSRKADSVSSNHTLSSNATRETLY
GPR35 antagonists = GPR35 antagonists blocking zaprinast-driven arrestin recruitment, primary screen, imaging, U2OS, beta-arrestin-GFP, zaprinast agonist (AID 2058) | U2OS GPR35 beta-arrestin-GFP translocation imaging, zaprinast antagonism; higher % means a stronger effect | inhibition, % at 10 µM, or IC50 in µM where a hit was titrated | 290,000 compounds, 0.052% hits | G-protein coupled receptor 35 (Homo sapiens);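 active = inhibition of at least 50% with at least 30 cells and total cytoplasm GFP at most 10,000,000; inconclusive = under 30 cells or total GFP of 10,000,000 plus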
T cell HTS = modulators of CD8 T cell-vesicle binding, primary screen, mouse 2C CD8+ T cells, flow cytometry | calls only at 7 µM | 2C CD8+ T cell-vesicle binding; active compounds read low | 330,000 compounds, 0.068% hits;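 active = response, share of CD8 T cells binding vesicles, and their 90th percentile fluorescence all below set limits, cut at about 80% in these data, passing the limit was not always enough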
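Read-out – percent CD8+ FL2 mean versus row control · System – murine 2C transgenic CD8+ T lymphocytes · Times – 1.5 h cell–vesicle binding at 37 °C, then 20 min icy labelling · Control set – naked vesicles low, QL9 vesicles with vehicle high · Detection – cytometric PE anti-B7-1 and Alexa647 anti-CD8 signals after 1% paraformaldehyde fixation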
GPR55 activation = GPR55 agonists via beta-arrestin recruitment, primary screen, imaging, U2OS cells, beta-arrestin-GFP redistribution (AID 1961) | G-protein coupled receptor 55 (Homo sapiens) | U2OS GPR55 beta-arrestin-GFP redistribution imaging; higher % means a stronger effect | activation, % at 10 µM; hits with a dose series show EC50 in µM | 290,000 compounds, 0.048% hits;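 active = activation above 40% with more than 50 cells counted in the well; inconclusive = wells holding fewer than 50 cells, flagged as toxic or sparse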;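 note: U2OS osteosarcoma cells stably expressing GPR55 and beta-arrestin-GFP; plate controls were DMSO negative control for no effect and LPI positive control for full effect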
GPR55 antagonists = GPR55 antagonists blocking LPI-driven arrestin recruitment, primary screen, imaging, U2OS, beta-arrestin-GFP, LPI agonist (AID 2013); G-protein coupled receptor 55 (Homo sapiens); U2OS GPR55 beta-arrestin-GFP translocation imaging, LPI antagonism; higher % means a stronger effect; one-dose inhibition, % at 10 µM; IC50 in µM for titrated hits; 290,000 compounds, 0.13% hits;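 active = spots per cell inhibited over 60%, with over 100 cells counted and total cytoplasm intensity under 500,000; inconclusive = wells with under 100 cells, flagged as likely toxic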;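 note: U2OS cells stably carrying GPR55 and arrestin-GFP stimulated by 5 µM LPI near EC80; imaged beta-arrestin-GFP aggregate spots per cell after agonist stimulation; plate controls were LPI-stimulated DMSO wells for no effect and DMSO wells without LPI for full effect; some results filed as inactive read as strong as hits; confirmed hits need IC50 under 10 µM and bright autofluorescent wells are also inconclusive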
LYP inhibition = inhibitors of LYP phosphatase, biochemical, fluorescence intensity, uHTS (AID 1779); Tyrosine-protein phosphatase non-receptor type 22 (Homo sapiens); recombinant LYP phosphatase, fluorescence intensity; higher % means a stronger effect; inhibition, % at 11.5 µM, or IC50 in µM where a hit was titrated; 290,000 compounds, 0.054% hits; in the data active = inhibition above about 50%;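 note: plate controls were vehicle with enzyme for no effect and no enzyme for full effect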
Lipid droplet cells 6.5 µM = also measured in Lipid droplet; calls as there; cell count; measured here: cell count, cytotoxicity flag;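 cells counted across two imaged fields per well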
T cell HTS vesicle-bound % = second read-out of T cell HTS, no call of its own (marks repeat the call); double positive events, %; measured here: CD8+ vesicle-bound cell fraction;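 binding gate set so that unloaded-vesicle control wells show 10% double positive cells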
NTR1 ag cell count 20 µM = recorded beside NTR1 ag, whose call it bears; cell count; measured here: cell count, cytotoxicity flag
Active calls of the source: *; i = inactive; ? = inconclusive; nt = no result given.

Screens in order: Lipid droplet	Lipid droplet cells 6.5 µM	MgcRacGAP inhibition	SV40 large T antigen	NTR1 ag	NTR1 ag cell count 20 µM	GPR35 antagonists	T cell HTS	T cell HTS vesicle-bound %	GPR55 activation	GPR55 antagonists	LYP inhibition
> CSCCC(NC(=O)c1cccc([N+](=O)[O-])c1)C(=O)OCC(=O)N1CCCC1=O (stereo not given)
    nt	nt	3%	7%	-0.2	47	nt	i	45	nt	nt	nt
> Cc1cn(-c2ccc(Br)cc2)[nH]c1=O
    15	714	19%	36%	-0.6	51	-2%	i	36	-0.2%	4%	1%
> CCCCCCCCOC(=O)CCn1[nH]c(=O)c2ccccc2c1=O
    nt	nt	5%	8%	0.2	48	24%	i	45	0.8%	-5%	0%
> COc1ccc(N(CC(=O)N/N=C(\C)c2cccs2)S(=O)(=O)c2ccccc2)cc1Cl
    6	669	nt	16%	0.9	77	14%	i	63	-0.6%	6%	-1%
> Cc1cc(C(F)(F)F)nn1-c1nc(-c2ccco2)cc(C(F)(F)F)n1
    nt	nt	-8%	3%	5.2	54	11%	i	39	0.3%	0%	-6%
> CSc1ccccc1NC(=O)COC(=O)c1ccccc1O
    3	666	7%	18%	5.2	47	1%	i	44	-0.3%	4%	-2%
> CCOc1ccccc1NC(=O)CN(C)S(=O)(=O)c1cccc2nsnc12
    2	804	5%	12%	-0.1	89	-20%	i	36	-0.2%	-10%	-6%
> CC(C)C(=O)Nc1ccc(S(=O)(=O)Nc2ccccn2)cc1
    -11	689	9%	0%	0.6	34	-6%	i	53	-0.6%	0%	-5%
> CC(C)Cn1c(N)c(C(=O)COC(=O)c2ccc(O)cc2O)c(=O)n(C)c1=O
    nt	nt	10%	16%	2.8	65	nt	i	52	nt	nt	nt
> O=C(C1CCN(S(=O)(=O)c2ccccc2)CC1)N1CCN(Cc2ccccc2)CC1
    -7	651	1%	11%	-0.5	65	1%	i	58	-0.1%	1%	-6%
> Cc1ccc(-c2nn(-c3ccccc3)cc2C=O)o1
    11	743	7%	13%	3.0	52	-2%	i	51	-0.3%	-13%	-2%
> Fc1ccc(C(c2nnnn2Cc2cccs2)N2CCN(C3CCCCC3)CC2)cc1 (stereo not given)
    -5	736	3%	-1%	0.6	55	13%	i	31	0.3%	8%	-7%
> COc1cc(C(=O)COC(=O)c2cnc(C)cn2)ccc1OC(F)F
    -1	842	5%	12%	-0.8	61	13%	i	34	-0.1%	14%	-10%
> COC(=O)c1ccc2c(=O)n(Cc3ccco3)c(SCC(=O)Nc3ccccc3Cl)nc2c1
    nt	nt	7%	-1%	7.7	80	11%	i	31	-0.1%	22%	-5%
> Cc1cc(Br)ccc1SCC(=O)OCC(=O)NCc1ccc2c(c1)OCO2
    0	470	8%	9%	-1.2	87	2%	i	49	-0.1%	6%	-1%
> CCOC(=O)Nc1ccc2c(COC(=O)CNS(=O)(=O)c3ccc(NC(C)=O)cc3)cc(=O)oc2c1
    nt	nt	10%	-19%	1.6	79	-1%	i	58	0.2%	2%	-6%
> Cc1ccc(NC(=O)CN(C)S(=O)(=O)c2ccc(Br)s2)cc1F
    -20	698	7%	6%	5.3	60	-1%	i	19	-0.2%	-2%	-7%
> CCN1C(=O)C2CCCCN2c2ccc(C(=O)NCCOC)cc21 (stereo not given)
    nt	nt	1%	6%	0.3	98	-6%	i	59	-0.2%	11%	-5%
> COc1ccccc1C(=O)Nc1cccc(NC(=O)c2ccccc2OC)n1
    7	809	6%	9%	5.6	59	6%	i	31	-0.1%	-16%	-5%
> CCn1nnnc1SCC(=O)c1ccc2c(c1)OCCO2
    nt	nt	12%	5%	0.6	33	-11%	i	30	0.2%	14%	-11%
> COc1ccc(/C(N)=N/OC(=O)C2CCCCC2)cc1OC
    30	765	8%	4%	4.5	70	10%	i	7	-0.1%	14%	-5%
> CC(C)(CNC(=O)CCNC(=O)c1ccc(Br)cc1)N1CCOCC1
    nt	nt	6%	7%	-0.9	67	nt	i	56	nt	nt	nt
> CC1CC(=O)Nc2ccccc2N1C(=O)CN1CCN(c2ccccc2)CC1 (stereo not given)
    6	751	14%	26%	-0.7	84	-18%	i	62	-0.1%	11%	-9%
> COC(=O)[C@H](CCSC)NC(=O)NCCc1ccc(F)cc1
    -3	752	-4%	8%	-0.4	55	-4%	i	19	0.3%	-16%	-9%
> O=C(COc1ccc(/C=N/NC(=O)C(=O)N2CCCCC2)cc1)Nc1ccccc1Cl
    14	743	6%	18%	-1.4	93	-13%	i	47	0.0%	-1%	-3%
> NC(=O)c1ccc(NC(=O)c2ccccc2S(=O)(=O)c2ccccc2[N+](=O)[O-])cc1
    6	677	0%	7%	2.2	46	8%	i	14	-0.1%	3%	-10%
> O=C(NNc1ccccc1)C(=O)NNS(=O)(=O)c1ccc([N+](=O)[O-])cc1
    0	651	8%	0%	-1.0	85	-9%	i	59	-0.5%	-5%	-3%
> CCS(=O)(=O)N1CCC(C(=O)Oc2ccccc2Br)CC1
    10	851	4%	7%	-0.5	65	4%	i	52	0.4%	-4%	-10%
> CC(C)C(NS(=O)(=O)c1ccc2c(c1)C(C)(C)C(=O)N2C)C(=O)NCc1ccc(F)cc1 (stereo not given)
    -4	860	5%	nt	0.2	50	-6%	i	36	-0.3%	-6%	-13%
> Cc1ccc(CC(=O)Nc2nc3ccccc3s2)cc1
    nt	nt	4%	1%	-1.5	74	5%	i	42	-0.1%	2%	6%
> COc1ccc(CN2C(=O)c3cccnc3C2=O)cc1S(=O)(=O)NCc1ccc(C)cc1
    -5	743	12%	9%	0.4	56	-6%	i	49	0.3%	10%	-7%
> COc1cc(C(=O)Nc2ccc(C)c(S(=O)(=O)N(C)C)c2)ccc1OCC(=O)N1CCOCC1
    nt	nt	6%	13%	0.5	51	nt	i	36	nt	nt	nt
> CC1=C(C(=O)Nc2cccc(F)c2)C(c2ccsc2)C2=C(CC(C)(C)CC2=O)N1 (stereo not given)
    ?	nt	-4%	8%	1.2	38	8%	i	35	-0.1%	-6%	-4%
> COc1ccccc1-n1nnnc1S(=O)(=O)Cc1ccc(Cl)cc1
    -33	563	11%	-1%	8.3	53	-1%	i	57	-0.2%	3%	0%
> COc1ccccc1CNc1cc(C)ccn1
    -1	761	12%	8%	-1.0	65	2%	i	47	0.1%	-22%	-9%
> Brc1ccc(OCc2nnc3n2CCC3)cc1
    16	646	6%	9%	-2.2	89	2%	i	53	0.2%	-2%	-8%
> CC(C)(C)c1ccc(OCc2ccc(C(=O)N3CCOCC3)o2)cc1
    -4	669	4%	nt	0.6	78	-4%	i	58	0.2%	4%	1%
> COc1ccc(NC(=O)CNc2cccc(C#N)c2)cc1Cl
    5	759	7%	-1%	0.3	63	-7%	i	40	0.3%	-15%	3%
> COc1ccccc1C(=O)Nc1nnc(S(=O)(=O)N2CCCCCC2)s1
    0	739	5%	nt	-1.9	57	6%	i	45	-0.1%	2%	-10%
> COc1ccccc1NC(=O)c1ccc(NC(=O)Cc2n[nH]c(=O)c3ccccc23)cc1
    -5	706	6%	3%	1.5	68	0%	i	18	-0.2%	-4%	-9%
> COc1ccccc1NC1CCCCC1NS(=O)(=O)c1ccccc1 (stereo not given)
    -7	736	5%	22%	0.5	42	14%	i	6	-0.2%	11%	7%
> CCOc1ccc(OCc2ccc(C(=O)NCc3cccnc3)o2)cc1
    nt	nt	7%	-1%	0.3	38	6%	i	54	0.0%	-14%	-12%
> Cn1cc(CN(Cc2ccccc2)C[C@@H]2CCC(=O)N2)c(-c2ccccc2F)n1
    -27	642	5%	8%	-0.3	61	9%	i	59	-0.1%	-1%	-3%
> O=C(Cn1cnc2sc(-c3ccccc3)cc2c1=O)NCc1ccco1
    -62	621	-9%	15%	-1.5	60	-14%	i	21	-0.1%	-21%	2%
> C/C(=N\NC(=O)c1cccc(S(=O)(=O)N2CCCCC2)c1)c1ccc(C)o1
    -1	750	0%	22%	-0.3	48	8%	i	39	0.2%	14%	-4%
> CCOc1cc(C)c(Cl)cc1S(=O)(=O)n1nnc2ccccc21
    -2	787	7%	-1%	12	65	0%	i	42	0.0%	4%	-4%
> COc1ccccc1C(O)(C(=O)N(NC(C)=O)c1ccccc1)c1ccccc1OC
    5	798	9%	nt	-0.9	85	-2%	nt	nt	-0.1%	2%	-3%
